Screening data: PubChem, several laboratories
TLR4 MyD88 comp – inhibitors of TLR4-MyD88 association in cells, primary screen, cell-based, HeLa CL3-4, BLA complementation, FRET ratio; Toll-like receptor 4 (Homo sapiens) + Myeloid differentiation primary response protein …; HeLa CL3-4 TLR4/MyD88 BLA complementation; inhibition, % at 8.4 µM; actives 0.18% (n = 200,000); in the data active means inhibition above about 25%;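 further: 0% = vehicle and 100% = reference inhibitor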
TR-FRET SRC-2 ct – TR-FRET signal artefacts, primary screen, artefact control for PPARgamma SRC-2 agonist project, biochemical | TR-FRET artefact counter-screen; active compounds read high | AID 1049, 2008 | TR-FRET ratio at 8 µM | actives 0.4% (n = 200,000); in the data active means TR-FRET ratio above about 2000; further: inactives centre near 1500
PPARg SRC-3 ag – PPARgamma agonists recruiting SRC-3 coactivator, primary screen, biochemical. Peroxisome proliferator-activated receptor gamma (Homo sapiens), P37231. biochemical PPARgamma/SRC-3 coactivator recruitment assay. activation, % at 8 µM. actives 0.26% (n = 200,000); in the data active means activation above about 23%;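 further: 0% = DMSO and 100% = reference agonist; some compounds past the cut are filed as inactive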
Target sequence (P37231 whole entry, looked up): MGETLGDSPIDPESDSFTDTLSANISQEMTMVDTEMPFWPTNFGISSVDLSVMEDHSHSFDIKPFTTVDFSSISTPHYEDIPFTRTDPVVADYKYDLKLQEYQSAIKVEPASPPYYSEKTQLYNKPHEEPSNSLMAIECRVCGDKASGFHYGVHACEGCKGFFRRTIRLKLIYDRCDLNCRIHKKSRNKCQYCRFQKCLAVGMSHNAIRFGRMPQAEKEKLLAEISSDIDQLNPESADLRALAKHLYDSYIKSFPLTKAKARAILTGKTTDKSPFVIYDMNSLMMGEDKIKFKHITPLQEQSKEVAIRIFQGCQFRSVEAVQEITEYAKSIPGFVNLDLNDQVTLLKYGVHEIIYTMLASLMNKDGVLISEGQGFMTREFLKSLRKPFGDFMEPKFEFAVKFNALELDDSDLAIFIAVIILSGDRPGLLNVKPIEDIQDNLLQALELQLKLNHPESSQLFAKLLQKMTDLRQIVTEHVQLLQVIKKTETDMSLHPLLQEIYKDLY
PPARg SRC-2 ag – agonists of PPARg-SRC-2 recruitment, primary screen, biochemical, HTS | Peroxisome proliferator-activated receptor gamma (Homo sapiens), P37231 | PPARgamma LBD-SRC-2 recruitment | activation, % at 8 µM | actives 0.34% (n = 200,000) | AID 1032, 2008; in the data active means activation above about 22%;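 further: 0% = vehicle and 100% = reference agonist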
Redox H2O2 prof – compounds producing H2O2 with reducing agent – biochemical, NIH compound library profiling, artefact control for MLSCN library redox annotation, primary screen; actives 0.03% (n = 200,000); activation, % at 10 µM; AID 878, 2007; DTT-dependent redox cycling H2O2, phenol red/HRP absorbance; 100% = 100 µM peroxide control, 0% = buffer;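 active means activation of at least 50% relative to the plate's high and low controls in the primary single-dose screen; inactive means activation below 50%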;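 further: compound incubated with DTT at 0.8 mM final as the reducing agent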
bIAP inhibitor – bovine intestinal alkaline phosphatase inhibitors, primary screen, selectivity assay for TNAP inhibitor project, biochemical, bovine IAP, CDP-star luminescence | AID 1019, 2008 | 190,000 tested, under 10 active | inhibition, % at 20 µM | purified bovine IAP, 30 min;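 active means over 50% inhibition of intestinal alkaline phosphatase at 20 µM in the single-dose screen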
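System: purified bovine intestinal alkaline phosphatase (IAP) enzyme; Input: IAP diluted 1/65,000,000 in the well; Measured by: CDP-star luminescence signal; Compound dosing: 20 µM single dose; Incubation: 30 min reaction at room temperature.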
bIAP activator – bovine intestinal alkaline phosphatase activators, primary screen, biochemical, bovine IAP, CDP-star luminescence | alkaline phosphatase, intestinal [Bos taurus] | actives 0.17% (n = 200,000) | purified bovine IAP, 30 min; active compounds read high; fold of DMSO-control signal, blank-subtracted | activation factor at 20 µM;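 active means activation factor of 2 or more at 20 µM, a signal rise over negative controls twice the positive control's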
S1P3 antag – S1P3 receptor antagonists, primary screen, cell-based; CHO S1P3 NFAT-BLA reporter, FRET fluorescence, antagonist mode; inhibition, % at 4.98 µM; Sphingosine 1-phosphate receptor 3 (Homo sapiens), Q99500; actives 0.27% (n = 170,000);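 active means inhibition above the plate cutoff, the mean inhibition of test wells on that plate plus 3 SD, cut at about 28% in these data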;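 further: cells challenged with S1P at its EC80 of 0.8 µM; blue over green emission ratio from cleaved BLA substrate after 4 h stimulation; 0% = S1P-stimulated wells and 100% = unstimulated DMSO-only wells; some compounds past the cut are filed as inactive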
Lmaj promast – Leishmania major promastigote growth inhibition, primary screen | Leishmania major promastigotes, resazurin fluorescence viability | inhibition, % at 10 µM | actives 9% (n = 200,000); in the data active means inhibition above about 50%;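 further: promastigotes grown with compound for 44 hours at 28 °C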
ROMK mod – ROMK potassium channel modulators, primary screen, cell-based, thallium flux, MLSMR library; ATP-sensitive inward rectifier potassium channel 1 (Homo sapiens), P48048; Tet-inducible ROMK, thallium flux fluorescence; actives lie on both sides; B-score at 10 µM; actives 2% (n = 130,000); AID 1918, 2009;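 active means signal ratio slope over the read window, or its plate-corrected B-score, at least 3 SD from the plate mean, either direction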;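 further: B-score of the F/F0 ratio slope over 7 to 12 s after thallium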
Target sequence (P48048 whole entry, looked up): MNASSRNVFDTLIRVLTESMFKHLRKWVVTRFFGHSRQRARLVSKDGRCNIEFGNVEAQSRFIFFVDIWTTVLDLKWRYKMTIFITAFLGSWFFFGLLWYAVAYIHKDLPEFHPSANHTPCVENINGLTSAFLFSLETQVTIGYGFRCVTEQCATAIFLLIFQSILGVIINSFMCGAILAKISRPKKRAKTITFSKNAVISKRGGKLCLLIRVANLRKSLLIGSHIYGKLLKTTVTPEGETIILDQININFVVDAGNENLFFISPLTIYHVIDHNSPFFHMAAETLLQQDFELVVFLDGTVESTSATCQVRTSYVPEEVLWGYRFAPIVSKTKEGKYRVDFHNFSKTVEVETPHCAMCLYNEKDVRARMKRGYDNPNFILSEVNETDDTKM
PPARg SRC1 recr – PPARgamma agonists recruiting SRC-1 coactivator, primary screen, biochemical | activation, % at 8 µM | AID 631, 2007 | actives 0.41% (n = 200,000) | Peroxisome proliferator-activated receptor gamma (Homo sapiens), P37231 | PPARgamma-SRC-1 coactivator recruitment biochemical assay; in the data active means activation above about 19%;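 further: 0% = DMSO and 100% = reference agonist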
Numbers without * were called inactive; nt = no result given.

Results follow in this order: TLR4 MyD88 comp	Lmaj promast	PPARg SRC-3 ag	TR-FRET SRC-2 ct	Redox H2O2 prof	PPARg SRC-2 ag	bIAP activator	ROMK mod	PPARg SRC1 recr	S1P3 antag	bIAP inhibitor
O=C(Nc1ccc(N2CCOCC2)cc1)c1cccc(S(=O)(=O)N2CCCCCC2)c1
 : -7.0	2.7	-0.3	1640	-0.6	-3.2	1.2	-0.905	-10.9	-2.8	-17.3
COc1ccc(C(=O)N(Cc2nc(-c3ccc(C)cc3)no2)C(C)C)cc1OC
 : -2.0	1.3	5.1	1672	-0.6	13.4	1	nt	0.3	-4.1	2.2
Cc1ccc(/C=C/C(=O)Nc2sc(C)c(C)c2C(=O)OC(C)C)o1
 : -5.2	50.8*	-1.6	1563	0.3	-13.8	1.1	0.198	3.3	-6.0	-13.6
O=C(c1ccc(OC2CCN(Cc3ccccn3)CC2)cc1)N1CCCCCC1
 : -5.0	39.9	-0.5	1604	-0.3	0.6	0.9	-0.145	5.9	-15.0	5.5
O=S(=O)(Nc1ccc(N=Nc2ccccc2)cc1)c1ccccc1
 : 9.1	-4.5	2.0	1484	0.4	-8.2	0.9	nt	-4.6	-1.6	10.8
O=C1CC(C(=O)Nc2ccc(Cl)cc2)n2ncnc2N1 (stereo not drawn)
 : 11.2	14.5	2.4	1535	0.1	-1.8	1	0.914	-4.1	-9.8	4.6
CCCCCC1CC(CC(=O)Nc2nncs2)C(=O)O1 (stereo not drawn)
 : 6.2	-2.2	-12.4	1593	-0.5	13.5	0.8	-0.111	1.9	nt	16.4
Cc1ccc(C2=NNC(=O)C(c3c[nH]c4ccccc34)C2)cc1 (stereo not drawn)
 : -5.3	11.9	1.3	1703	-0.8	6.1	1.1	0.177	9.5	-8.8	-5.5
O=C(O)C(Cc1c[nH]c2ccccc12)N1CCS(=O)(=O)CC1 (stereo not drawn)
 : -9.6	2.5	5.5	1702	-1.6	3.9	1	-0.0915	5.3	-8.3	-2.5
COc1ccc(N2C(=O)CC(S/C(N)=N/N=C/c3ccnc4ccccc34)C2=O)cc1 (stereo not drawn)
 : -13.4	-10.9	4.5	1449	1.0	7.0	0.9	nt	2.8	4.7	5.7

Fetched by structure from the list above, 2 records:
Results follow in this order: TLR4 MyD88 comp	Lmaj promast	PPARg SRC-3 ag	TR-FRET SRC-2 ct	Redox H2O2 prof	PPARg SRC-2 ag	bIAP activator	ROMK mod	PPARg SRC1 recr	S1P3 antag	bIAP inhibitor
O=C(Nc1ccc(N2CCOCC2)cc1)c1cccc(S(=O)(=O)N2CCCCCC2)c1
 : -7.0	2.7	-0.3	1640	-0.6	-3.2	1.2	-0.905	-10.9	-2.8	-17.3
COc1ccc(N2C(=O)CC(S/C(N)=N/N=C/c3ccnc4ccccc34)C2=O)cc1 (stereo not drawn)
 : -13.4	-10.9	4.5	1449	1.0	7.0	0.9	nt	2.8	4.7	5.7

Later entries.
Results follow in this order: TLR4 MyD88 comp	Lmaj promast	PPARg SRC-3 ag	TR-FRET SRC-2 ct	Redox H2O2 prof	PPARg SRC-2 ag	bIAP activator	ROMK mod	PPARg SRC1 recr	S1P3 antag	bIAP inhibitor
CC1CCCC(NC(=O)COC(=O)c2sc3ccccc3c2Cl)C1C (stereo not drawn)
 : -5.1	-3.9	1.4	1574	0.3	5.2	0.9	1.18	2.7	-13.1	7.5
Nc1nnc(SCC(=O)NC2CCCCC2)n1-c1ccccc1
 : -5.8	4.6	5.0	1485	4.0	-6.0	1	nt	2.0	-22.8	-2.6
CCCn1c(SCC(=O)Nc2cccc(S(=O)(=O)N3CCCC3)c2)n[nH]c1=O
 : 9.2	4.9	0.1	1554	-3.7	3.0	1	0.0433	-6.7	-17.1	-2.6
Cc1ccc(-c2nc(COC(=O)c3c(C)noc3C)cs2)cc1
 : 5.1	-0.8	0.9	1562	1.0	6.5	0.8	-1.36	7.9	3.7	19.4
S=c1[nH]nc(C2CCCCC2)n1/N=C/c1ccc(Br)s1
 : -13.4	-5.7	-4.9	1501	2.8	0.2	0.8	0.996	-4.4	nt	19.5
O=C(NCc1ccco1)C1(c2ccc(Br)cc2)CCCC1
 : 11.0	32.0	-9.9	1444	0.1	-1.9	0.9	nt	-3.6	nt	5.4
CCOc1ccc(-n2c(C)cc(/C=C3/C(=N)N4C(=NC3=O)SN=C4S(C)(=O)=O)c2C)cc1
 : -9.7	-3.0	-2.7	1677	0.3	2.3	1	-0.0208	0.4	-15.6	1.5
Cc1ccc(S(=O)(=O)Nc2ccnc3ccccc23)cc1
 : -9.9	-0.9	2.6	1624	0.3	6.4	1	-1.85	1.9	nt	2.3
Cc1ccc(S(=O)(=O)NCCSc2ncccn2)cc1
 : 7.6	-5.1	7.2	1540	-0.1	1.0	1	1.44	3.0	-9.6	3.9
CCn1c(/C=C2\C(=O)N(C)c3ccccc32)nc2ccccc2c1=O
 : -1.3	32.2	6.9	1724	-4.1	7.0	0.9	-1.27	1.5	nt	13.1
O=C1CC(N2CCC(O)(c3ccc(Cl)cc3)CC2)C(=O)N1Cc1ccc(N2CCCC2=O)cc1 (stereo not drawn)
 : 0.1	3.7	-3.4	1636	-0.6	7.2	1	0.147	4.0	-20.8	0.8
Cc1sc(-n2cccc2)c(C(=O)O)c1C
 : -7.1	5.6	3.6	1525	0.0	-5.9	1	0.121	4.4	-2.6	1.7
O=C(CCn1nnc2ccccc21)Nc1nnc(-c2ccccc2F)s1
 : 6.6	-4.5	3.3	1656	1.5	2.1	1	1.75	3.2	-22.6	-3.2
O=C(CC1C(=O)NCCN1Cc1c(F)cccc1Cl)NCCc1ccccn1 (stereo not drawn)
 : -4.3	0.0	-9.0	1459	-0.9	-7.9	1.2	-0.734	-0.4	-17.2	-16.8
CC(C)(C)C(=O)Nc1cc(C(F)(F)F)ccc1-n1ccnc1
 : -1.2	-4.3	0.3	1415	-1.9	3.0	1.1	0.613	-1.4	-13.8	-5.3
CCCC(=O)NNC(=O)c1ccoc1C
 : -9.5	-4.0	1.1	1715	-0.7	-1.2	0.8	0.0274	3.5	-16.1	15.8
O=C(NC1CCCCCC1)c1ccc(S(=O)(=O)NCc2ccco2)cc1
 : -14.6	-8.1	8.0	1484	-0.3	11.9	0.8	-0.971	0.6	nt	19.2
CCOc1ccc2oc(=O)cc(C)c2c1
 : -1.5	-5.7	-0.4	1567	0.1	4.8	0.9	-0.0265	1.8	nt	6.2
CC(C)C(=O)Nc1sc2c(c1C#N)CCCCC2
 : -4.4	2.6	9.3	1457	1.2	1.5	0.5	-0.126	-4.0	nt	45.1
Cc1cc(C(F)(F)F)c2c(C)nn(CCc3nn[nH]n3)c2n1
 : 1.9	4.5	2.9	1470	2.4	1.2	1	nt	2.1	nt	2.6
C=CCn1c(-c2cc(OC)cc(OC)c2)n[nH]c1=S
 : -9.8	-11.2	18.4	1816	1.0	12.3	0.7	nt	14.0	1.6	29.6
CC(CC(C)C(=O)N1CCOCCN(C(=O)C(C)CC(C)C(=O)O)CCOCC1)C(=O)O (stereo not drawn)
 : -4.0	1.1	-6.1	1459	1.6	-6.6	0.9	nt	-1.5	-3.9	7.5
CC(C)(C)c1cc(C(=O)NCc2ccco2)ccn1
 : 4.3	-1.8	-6.1	1788	-0.5	9.3	1	nt	2.5	2.3	3.9
CS(=O)(=O)N(CCC(=O)O)Cc1ccccc1
 : -9.2	-4.4	-11.2	1287	2.1	-7.6	0.9	nt	4.2	-12.8	9.7
CCCOc1ccc(Br)cc1/C=N/O
 : -14.3	6.0	-11.2	1484	0.7	3.8	0.7	0.0398	4.1	nt	25.3
COCCn1c(=NC(C)=O)sc2cc([N+](=O)[O-])ccc21
 : 3.4	-2.0	-3.4	1477	1.2	-1.1	1.1	nt	-0.8	-9.1	-5.5
O=C(COc1ccccc1)NCc1ccc2c(c1)OCO2
 : -5.9	-0.2	8.0	1619	-0.1	0.0	0.9	nt	-2.0	-17.1	11.2
Cc1ccc2c(c1)C1CN(C)CCC1N2C(=O)Nc1ccc(Cl)cc1 (stereo not drawn)
 : 9.5	28.9	-1.4	1458	-0.8	0.8	1.1	nt	-4.9	nt	-5.7
COc1ccc(S(=O)(=O)Cc2ccc(C(=O)NC3CC3)o2)cc1
 : -7.2	-6.4	-2.5	1678	-2.9	-3.7	0.9	nt	2.3	-36.2	6.7
COc1cc(/C=N/NC(=O)Cc2ccc(Br)cc2)cc(OC)c1O
 : -4.2	-0.9	1.2	1531	-0.3	-8.3	1	-0.307	-6.7	-20.0	2.9
Cc1ccc(NC(=O)C2(c3ccccc3)CCCC2)nc1
 : -5.8	30.0	4.3	1626	0.2	-3.1	nt	-1.96	2.8	nt	nt
CCOC(=O)N1CCC(NC(=O)CN2C(=O)CSc3ncccc32)CC1
 : -14.8	-6.7	8.6	1617	-0.6	5.9	1	nt	3.0	-16.0	1.2
CC(NC(=O)c1cccnc1)c1ccc2c(c1)OCO2 (stereo not drawn)
 : 11.1	-6.3	-1.0	1521	-0.1	6.2	0.9	-0.656	1.9	13.0	10.2
O=S(=O)(c1ccc2ccccc2c1)N(CC1CO1)c1ccccc1 (stereo not drawn)
 : 4.4	6.0	5.3	1464	-0.8	3.6	1.2	1.39	4.1	-28.7	-18.4
CCCc1cc(C(N)=O)c(NC(=O)c2ccco2)s1
 : -1.5	2.4	15.0	1716	2.2	8.4	0.9	nt	0.1	12.4	5.6

The order is random; any-hit rate near 11%.
